# HEK293 viab: GF-AFC viability counterscreen for inhibitors of alpha-synuclein gene (SNCA) expression | HEK-293-SNCA-luc viability, GF-AFC fluorescence, 24 h | Potency, µM (series often up to 57.1 µM), without a hit: at the highest dose activity change, negative = cytotoxicity, actives largely listed as cytotoxic | hit rate 0.12% among 150,000;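 note: potency is the fitted concentration of half-maximal effect; 0% = DMSO-treated cells and -100% = medium-only wells without cells; nearly all actives have a fitted effect of over 30% in size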
#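 Cytotoxicity counterscreen: after 24 h compound treatment of genome-edited SNCA-luciferase HEK-293 cells, live-cell protease substrate GF-AFC read by fluorescence after 30 min; activity scaled between DMSO (0%) and medium-only (-100%), curves Hill-fitted.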
# FLuc inh: Firefly luciferase inhibition profiling of diverse chemical library using quantitative high-throughput screening | Luciferin 4-monooxygenase (Photinus pyralis), P08659 | purified P. pyralis luciferase, luminescence, biochemical | Potency, µM (titrated, usually from 115 µM), for inactives: top-dose activity change, negative = inhibition, usual class: inhibitors | hit rate 2.5% among 76,000 | AID 1347043, 2019; note: potency is the fitted concentration of half-maximal effect; nearly all actives have a fitted effect of over 65% in size
#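 Luminescence read by CCD imager after adding enzyme (10nM final) to wells holding compound, titrated in qHTS. Substrates 10uM each D-luciferin and ATP; buffer 50mM Tris acetate pH 7.5, 10mM Mg acetate, Tween-20, BSA.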
# IP6K1 inhibitor: Primary qHTS assay for small molecule inhibitors of Inositol hexaphosphate kinase 1 (IP6K1); Inositol hexakisphosphate kinase 1 (Homo sapiens), Q92551; IP6K1 kinase, ADP-Glo luminescence, 2 h; active compounds read low; activity change, % (series mostly up to about 58 µM); hit rate 0.81% among 140,000; in the data active = activity change below about -25%
# Target sequence (Q92551 whole entry, looked up): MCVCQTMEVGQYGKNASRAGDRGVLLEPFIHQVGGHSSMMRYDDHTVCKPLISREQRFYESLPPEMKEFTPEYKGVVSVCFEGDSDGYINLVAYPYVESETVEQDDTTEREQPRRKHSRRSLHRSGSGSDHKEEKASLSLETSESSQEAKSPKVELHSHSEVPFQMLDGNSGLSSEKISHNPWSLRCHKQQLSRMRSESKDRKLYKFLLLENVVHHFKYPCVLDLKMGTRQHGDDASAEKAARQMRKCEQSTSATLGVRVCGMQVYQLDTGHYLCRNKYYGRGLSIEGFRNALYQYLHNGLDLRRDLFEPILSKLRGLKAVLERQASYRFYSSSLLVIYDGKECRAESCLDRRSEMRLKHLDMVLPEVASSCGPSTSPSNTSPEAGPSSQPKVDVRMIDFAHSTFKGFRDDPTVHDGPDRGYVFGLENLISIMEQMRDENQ
#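 ADP-Glo luminescence measures ADP made by human IP6K1 during a 2 h RT reaction with ATP/IP6 (mix at 1.3 mM/130 uM); top library doses 57.5 and 19.1 uM final.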
# HEK cytotox: Cytotoxic Profiling in HEK 293 Cell Line of Diverse Libraries Using Quantitative High-Throughput Screening; Potency, µM (highest dose often 115 µM), for inactives: top-dose activity change, negative = cytotoxicity, usual class: inhibitors; HEK 293 viability, ATP luminescence (CellTiter-Glo), 48-72 h; hit rate 6.6% among 94,000; AID 1345083, 2018; note: potency is the fitted concentration of half-maximal effect; nearly all actives have a fitted effect of over 60% in size
#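 Read-out: CellTiter-Glo ATP luminescence. Cells: HEK 293, 250 cells/well. Exposure: 48 or 72 hr, 37 degree Celsius.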
# SNCA expr inh: Primary qHTS assay for inhibitors of alpha-synuclein gene (SNCA) expression. AID 1671194, 2021. HEK-293 SNCA-luciferase knock-in, luminescence, 24 h. Potency, µM (highest dose often 57.2 µM), without a hit: at the top dose activity change, negative = inhibition, usual class: inhibitors. hit rate 0.17% among 140,000;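 note: potency is the fitted concentration of half-maximal effect; plate controls were DMSO cells for no effect and cell-free wells for full effect; nearly all actives have a fitted effect of over 45% in size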
# GPT2 inh: Primary qHTS assay for inhibitors of Glutamate pyruvate transaminase 2 (GPT2); hit rate 0.25% among 100,000; AID 1671188, 2021; Potency, µM (top dose mostly 57.7 µM), for the others: top-dose activity change, negative = inhibition, usual class: inhibitors; Recombinant GPT2, coupled pyruvate oxidase/HRP Amplex Red fluorescence; Alanine aminotransferase 2 (Homo sapiens), Q8TD30; note: potency is the fitted concentration of half-maximal effect; nearly all actives have a fitted effect of over 60% in size; many of its hits are not listed in these tables
# Target sequence (Q8TD30 whole entry, looked up): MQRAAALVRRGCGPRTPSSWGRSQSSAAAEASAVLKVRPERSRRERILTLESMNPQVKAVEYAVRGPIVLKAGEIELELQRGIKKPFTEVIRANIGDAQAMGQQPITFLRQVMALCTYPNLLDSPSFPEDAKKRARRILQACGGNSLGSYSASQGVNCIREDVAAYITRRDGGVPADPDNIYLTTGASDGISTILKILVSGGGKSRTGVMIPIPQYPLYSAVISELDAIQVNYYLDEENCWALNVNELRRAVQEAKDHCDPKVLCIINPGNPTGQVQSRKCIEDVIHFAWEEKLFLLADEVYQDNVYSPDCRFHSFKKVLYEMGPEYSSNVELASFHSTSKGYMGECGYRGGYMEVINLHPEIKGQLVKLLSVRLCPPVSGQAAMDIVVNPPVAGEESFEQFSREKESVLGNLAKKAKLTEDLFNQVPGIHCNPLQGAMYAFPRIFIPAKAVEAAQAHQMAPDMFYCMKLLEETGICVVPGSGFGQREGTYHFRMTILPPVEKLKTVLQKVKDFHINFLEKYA
#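 Fluorescence read-out: pyruvate from GPT2 turnover coupled to pyruvate oxidase, HRP and Amplex Red (0.2mM ThPP, 0.2U/mL PO and HRP, 50uM Amplex final). Substrates 250uM a-KG, 2mM L-alanine; enzyme 10ng/uL; 30 min RT.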
# NIH3T3 tox: Cytotoxic Profiling in NIH 3T3 Cell Line of Diverse Libraries Using Quantitative High-Throughput Screening | hit rate 4.3% among 94,000 | Potency, µM (doses to about 96.7 µM), for the others: at the highest dose activity change, negative = cytotoxicity, most hits filed as inhibitors | AID 1345082, 2018 | NIH 3T3 viability, CellTiter-Glo ATP luminescence, 48-72 h; note: potency is the fitted concentration of half-maximal effect; nearly all actives have a fitted effect of over 55% in size
#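 ATP-dependent luminescence (CellTiter-Glo) served as the viability signal for NIH 3T3 cells treated with compound for 48 or 72 hr at 37 °C.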
# The depositor's hits bear a star; i = inactive; ? = inconclusive; / = no result given; [ ] = dose if it differs, or a comment. Unless noted, calls come from the whole dose curve; as a rule, active = well fitted curve in the direction sought with a large enough effect; inconclusive = small, poorly fitted or top-dose-only effect, or another doubt; inactive = no such curve, though single readings can be large; an effect the other way counts as inactive or inconclusive. Unless noted, % is set by controls: 0 for no effect and ±100 for the full control effect.
# Each structure is followed by: HEK293 viab | FLuc inh | IP6K1 inhibitor | HEK cytotox | SNCA expr inh | GPT2 inh | NIH3T3 tox
- Cc1ccc(CCNC(=O)c2ccc(CS(=O)(=O)Cc3ccc(Cl)cc3)o2)cc1
    -4% | / | 3 | / | 44%[activator] | / | /
- CC(=O)N1CCCN(Cc2nnc(C(=O)N3CCC[C@@H]3c3cccc(F)c3)n2-c2cccnc2)CC1
    3% | 7% | -11 | 35µM* | -32% | -16% | 22µM*
- O=C(Cc1ccccc1)NC1CCN(c2ccc3nnc(C4CC4)n3n2)CC1
    / | / | -2 | ? | / | / | ?
- O=C(NC1CCc2nnc(C3CC3)n2CC1)c1ccc(Cn2cncn2)o1 (centres undefined)
    -12% | -23% | -14 | -12% | -11% | 4% | -8%
- Cc1ccc(CNC(=O)C2CCN(C(=O)N3CC4CC(C3)[C@H]3CCCC(=O)N3C4)CC2)o1 (some centres undefined)
    8% | -2% | 8 | -4% | ? | -6% | -10%
- O=C(c1ccc(F)c(Cl)c1)N1CCCC2(C1)NC(=O)N(Cc1ccccc1)C2=O (centres undefined)
    -2% | -7% | -2 | ? | -22% | i | ?
- COc1cccc(NC(=O)N2CCN3C(=O)N(C)C[C@H]3C2)c1
    1%[87.6 µM] | ? | 11 | i | 29%[87.6 µM] | -1%[88.5 µM] | i
- Cc1ccc2cc(CCC(=O)N3CCN(c4ccccn4)CC3)c(=O)[nH]c2c1
    6% | 0% | 8 | ? | 29% | i | ?
- O=C(CCc1cc(Cl)no1)N1CCc2nc3cc(-c4ccccc4)[nH]n3c(=O)c2C1
    5% | ? | 0 | ? | ? | i | -18%
- CCN(CC)C(=O)c1ccc2c(c1)n(Cc1ccc(OC)cc1)c(=O)c1ccnn12
    -4% | -6% | 10 | ? | 23% | i | -23%
- Cc1cn2nc(C(=O)N3CCC(NC(=O)Cc4c[nH]c5ccccc45)CC3)cc2c(=O)[nH]1
    -4% | 0% | 0 | 3% | -10% | -18% | i
- CC(=O)Nc1ccc(C)cc1-c1nc2ccccc2n(CC(=O)Nc2cc(Cl)ccc2C)c1=O
    -18% | / | 6 | / | -8% | / | /
- Fc1ccc(NCc2nc3ccccc3n2CCOc2ccccc2Cl)cc1
    -10% | / | -12 | / | 11% | / | /
- COc1cccc(CN2CCC3(CC2)NCCc2c3[nH]c3ccccc23)c1
    -8%[12.5 µM] | 1% | -2 | 32µM* | 23% | -6% | 35µM*
- COc1cc(-c2nc3cnccn3c2Nc2ccc(C(C)C)cc2)ccc1O
    ? | / | -10 | / | 17% | / | /

# Some of the entries so far, with bars between the fields:
molecule | HEK293 viab | FLuc inh | IP6K1 inhibitor | HEK cytotox | SNCA expr inh | GPT2 inh | NIH3T3 tox
Fc1ccc(NCc2nc3ccccc3n2CCOc2ccccc2Cl)cc1 | -10% | / | -12 | / | 11% | / | /
COc1cc(-c2nc3cnccn3c2Nc2ccc(C(C)C)cc2)ccc1O | ? | / | -10 | / | 17% | / | /
COc1cccc(NC(=O)N2CCN3C(=O)N(C)C[C@H]3C2)c1 | 1%[87.6 µM] | ? | 11 | i | 29%[87.6 µM] | -1%[88.5 µM] | i
COc1cccc(CN2CCC3(CC2)NCCc2c3[nH]c3ccccc23)c1 | -8%[12.5 µM] | 1% | -2 | 32µM* | 23% | -6% | 35µM*
Cc1ccc(CNC(=O)C2CCN(C(=O)N3CC4CC(C3)[C@H]3CCCC(=O)N3C4)CC2)o1 (some centres undefined) | 8% | -2% | 8 | -4% | ? | -6% | -10%
CCN(CC)C(=O)c1ccc2c(c1)n(Cc1ccc(OC)cc1)c(=O)c1ccnn12 | -4% | -6% | 10 | ? | 23% | i | -23%

# (more compounds)
# Each structure is followed by: HEK293 viab | FLuc inh | IP6K1 inhibitor | HEK cytotox | SNCA expr inh | GPT2 inh | NIH3T3 tox
- Cc1c(NC(=O)c2cc(=O)c3ccccc3o2)c(=O)n(-c2ccccc2)n1C
    -3% | / | 4 | / | -8% | / | /
- O=C(Nc1ccccc1)N1CCC(C(=O)N2CCC(N3Cc4ccccc4C3=O)CC2)CC1
    7% | / | 10 | ? | -5% | -10% | ?
- CN1CC(=O)N(CC(=O)N[C@@H]2COCC[C@@H]2OCc2cscn2)C1=O
    3% | -2% | 9 | 3% | -24% | 2% | 3%
- O=C(N[C@H]1[C@H](O)[C@H](O)C[C@@H]1c1ccc(C(F)(F)F)nc1)c1ccc2c(c1)OCCO2
    -23%[87.6 µM] | -9%[172 µM] | 1 | -8%[172 µM] | 0%[87.6 µM] | i | -22%[174 µM]
- CCc1cccc(NC(=O)Nc2cccc(-c3ccc(N4CCOCC4)nn3)c2)c1
    ? | 2µM* | 4 | 40µM* | 2% | 4% | ?
- CS(=O)(=O)c1ccc2c(c1)nc1n2[C@@H](CNC(=O)c2ccccc2)COC1
    -5%[87.6 µM] | -2%[172 µM] | 1 | -7%[172 µM] | -16%[87.6 µM] | -4%[88.5 µM] | -8%[138 µM]
- Cc1ccc(C(=O)NC[C@@H]2CC[C@H]3C[C@@H]2C3(C)C)cc1
    -6%[87.6 µM] | -15%[172 µM] | -3 | ? | -5%[87.6 µM] | i | ?
- COC(=O)c1c(C)sc(-c2c(-c3ccc(F)cc3)[nH]c3[nH]c(=O)[nH]c(=O)c23)c1O
    ? | / | -18 | / | -3% | / | /
- CCOCCCn1c(SCC(=O)Nc2ccccc2CC)nc2ccccc2c1=O
    2% | / | 29 | / | 6% | / | /
- CC(=O)NCCC1CCN(C(=O)Nc2ccccc2F)CC1
    4% | -23% | -3 | 3% | -3% | 4% | 0%
- CCc1noc([C@@H]2CC(F)(F)CN2C(=O)C2CCNCC2)n1
    3% | -3% | 8 | i | ? | i | i
- CC(C)c1noc([C@@H]2C[C@H]3C(=O)NCCCCCCN(C(=O)c4ccc(C#N)cc4)[C@H]3C2)n1
    4% | -13% | 3 | -23% | -12% | i | ?
- CCCn1c(C)cnc1CC1CCN(C(=O)NCc2ccc(OC)cc2)C1 (centres undefined)
    -3% | 4% | 3 | -2% | -13% | -6% | -2%
- CC1CC(=O)[C@]2(O)C(C(=O)OCCc3ccc(O)c(O)c3)=CO[C@@H](O[C@@H]3O[C@H](CO)[C@@H](O)[C@H](O)[C@H]3O)[C@H]12 (some centres undefined)
    4%[23.9 µM] | / | 12 | / | / | -4%[27.3 µM] | /
- CCN(CCCNC(=O)c1nnn2cc(-c3ccccc3)[nH]c(=O)c12)c1ccccc1
    21% | 6% | 1 | ? | 28% | i | ?
- CC1(C)[C@H]2CC[C@@H](CNC(=O)c3ccccc3F)[C@@H]1C2
    8%[87.6 µM] | -11%[172 µM] | 0 | ? | 14%[87.6 µM] | -8%[88.5 µM] | ?
- CC(C)CCNC(=O)c1cccc(Nc2nc3ccccc3n3nnnc23)c1
    13% | / | 3 | / | 5% | / | /
- CCN(CC)c1ccc(C(=O)NCc2nnc3ccc(-c4ccc(C)cc4)nn23)cc1
    0% | 0% | -9 | -31% | -2% | i | ?
- Cc1cc(CNC(=O)[C@@H]2CCC[C@@H](NC(=O)c3ccccc3)CN(C)C(=O)C2)no1
    -2%[87.6 µM] | -4%[172 µM] | -1 | i | -11%[87.6 µM] | 3%[88.5 µM] | i
- COCCn1c(COc2cccc(-n3nnnc3C)c2)nnc1C1CC(N)C1 (centres undefined)
    0% | 2% | 21 | -16% | -22% | 3% | -14%
- C[C@]1(O)CCN(C(=O)c2cccc(Oc3ccccc3)c2)C[C@@H]1O
    2% | 9% | -3 | 4% | 45%[activator] | 4% | -11%
- CC(=O)c1cccc(Nc2ncnc3c2cnn3C)c1
    -6% | / | -38* | / | 55%[activator] | / | /
- Cc1ccc(NC(=O)N2CCCC(Cn3cnc4cccnc43)C2)c(C)c1 (centres undefined)
    6% | 16% | -11 | -7% | 6% | i | -12%
- COc1cccc(-c2cccc(CN3CCCC3C(=O)NCc3ccc(Cl)cc3)c2)c1 (centres undefined)
    / | / | 13 | 40µM* | / | / | 40µM*
- Cc1ccc(NC(=O)CC2Nc3cccc4cccc(c34)NC2=O)cc1 (centres undefined)
    -6% | / | 29 | / | ? | / | /
- COCCN1Cc2ccc(NCc3ccccc3)nc2C(C)(C(=O)Nc2cccnc2)C1 (centres undefined)
    4%[87.6 µM] | -2%[172 µM] | 3 | ? | 1%[87.6 µM] | -5%[88.5 µM] | ?
- CCc1cccc(C)c1NC(=O)CN1CCN(Cc2ccccc2Cl)S1(=O)=O
    -15% | / | 25 | / | -12% | / | /
- N#Cc1cccc(C(=O)NC2CCCN(c3cc(-c4ccc(F)cc4)[nH]n3)C2)c1 (centres undefined)
    ? | -29% | 19 | ? | ? | -10% | ?
- COc1ccccc1N1CCCc2ncc(C(=O)Nc3cccc(F)c3)cc21
    0%[87.6 µM] | -5%[172 µM] | 4 | ? | -26%[87.6 µM] | 2%[88.5 µM] | -17%[138 µM]
- CC(COc1ccc(/C=C/c2ccccc2)cc1)[N+](C)(C)C (centres undefined)
    -4% | / | / | / | 38%[activator] | -2% | /
- CN(Cc1nc2ccc(Cl)cc2[nH]1)C(=O)c1ccc2nccn2c1
    -14% | -3% | 2 | -2% | -13% | i | ?
- CC(=O)NCCCC(=O)N1CCN(c2cccc(C=O)c2)C(=O)C1
    6% | / | 7 | -3% | 17% | -13% | i
- COC(=O)[C@@H]1Cc2c([nH]c3ccccc23)[C@H]2C[C@@H](NCCN3CCOCC3)C[C@@H](c3ccc(F)c(F)c3)N21
    ? | -17% | -5 | ? | -17% | ? | 28µM*
- CN(CC1CCOC1)S(=O)(=O)c1ccccc1Cl (centres undefined)
    1% | -5% | 20 | 0% | 5% | i | i
- Cc1noc(C)c1[S+](=O)([O-])N1CCCC1C(=O)N1CCC(N2CCCC2=O)CC1 (centres undefined)
    10% | / | -5 | i | ? | i | 3%
- O=C(c1nnc(COc2ccc(F)cc2)n1-c1ccccc1)N1CCC[C@@H]1C(c1ccccc1)c1ccccc1
    ? | -9% | -1 | ? | ? | 2% | 6.3µM*
- O=C1CC(c2ccccc2)N(Cc2ccncc2)CCCN(Cc2cccnc2)CCN1 (centres undefined)
    5% | 0% | 29 | ? | -17% | -3% | -27%
- O=C(NCCc1ccc(Cl)cc1)c1nc(-c2ccccc2)c2ccccn12
    7% | -8% | 9 | ? | -11% | -5% | ?
- CC1=C(C(=O)NCCc2c[nH]c(=O)[nH]c2=O)C(c2cccnc2)NC(=O)N1 (centres undefined)
    4% | 1% | -2 | -8% | 4% | -2% | 5%
- Cc1cn2c(=O)cc(COc3cccc(NC(=O)c4ccc(C(C)(C)C)cc4)c3)nc2s1
    -1% | / | -6 | / | 93%[activator] | / | /

# High-throughput results (PubChem)
